Assay outcomes as filed in PubChem BioAssay.
human PMI inhibition: inhibitors of human PMI, primary screen, biochemical, fluorescence intensity, coupled assay (AID 1209); purified PMI enzyme, coupled fluorescence intensity; higher % means a stronger effect; one-dose inhibition, % at 20 µM; IC50 in µM for titrated hits; 190,000 compounds, 0.42% hits;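 also: plate controls were DMSO vehicle for no effect and wells lacking substrate for full effect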
T cell modulator: T cell immune modulation candidate | 2C CD8+ T cell-vesicle binding, flow cytometry; active compounds read low | calls only at 7 µM | 330,000 compounds, 0.068% hits | AID 2052;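 active = response, share of CD8 T cells binding vesicles, and their 90th percentile fluorescence all below set limits, cut at about 80% in these data, passing the limit was not always enough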
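Test system: purified 2C TCR transgenic mouse naive CD8+ T cells. Probe or stimulus: QL9-peptide-loaded Drosophila micro-vesicles bearing Ld, ICAM-1 and B7-1. Incubation: binding step 1.5 h, 37 °C, antibody labelling 20 min, ice. Measured by: flow cytometry of vesicle-bound cells.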
M17LAP inhibition: P. falciparum M17LAP inhibitors, primary screen, biochemical, fluorogenic H-Leu-NHMec substrate, 1536-well (AID 1619); recombinant M17LAP, H-Leu-NHMec fluorogenic kinetic assay; higher % means a stronger effect; one-dose inhibition, % at 30 µM; IC50 in µM for titrated hits; 220,000 compounds, 0.38% hits;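 active = compound inhibiting the enzyme by more than half at any dose during confirmatory dose-response retesting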;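 also: plate controls were full reaction with DMSO carrier for no effect and no enzyme background for full effect; strong numbers were not always called active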
TNAP activators: stimulation of alkaline phosphatase TNAP activity – biochemical, luminescent, no phosphate acceptor, uHTS, primary screen (AID 1001); 200,000 compounds, 0.03% hits; activation fold at 20 µM, or EC50 in µM where a hit was titrated; purified TNAP, luminescent activation assay, no phosphate acceptor; higher activation fold means a stronger effect; in the data active = activation fold from about 3, or a potency from the dose series; inactive = the rest, 99 in 100 with activation fold below about 1.6; also: many of its hits are not listed in these tables
UTI89 phage lysis: protection from phage-mediated lysis, alamar blue read-out – E. coli UTI89, K1F phage, bacterial capsule biogenesis inhibitors (AID 488966); one-dose inhibition, % at 100 µM; IC50 in µM for titrated hits; 340,000 compounds, 0.02% hits; E. coli UTI89 K1F phage lysis, alamar blue, 2 h; higher % means a stronger effect;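 active = phage lysis inhibition, versus mean bacterial control, above a set limit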;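 also: capsule biogenesis inhibitors block K1F phage lysis so surviving cells raise fluorescence; higher fluorescence means more inhibition of phage lysis; actives were called in the ten point dose series up to 300 µM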
West Nile antiviral: West Nile virus antiviral activity, cell-based, CPE readout (AID 1621); CPE inhibition, % at 10 µM, or IC50 in µM where a hit was titrated; 290,000 compounds, 0.02% hits; West Nile virus-infected cells, CPE inhibition; higher % means a stronger effect; in the data active = a potency from the dose series; also: strong numbers were not always called active
P. falciparum M1AAP: P. falciparum M1AAP inhibitors, biochemical, fluorogenic H-Leu-NHMec substrate, 1536-well (AID 1445); 220,000 compounds, 0.42% hits; inhibition, % at 30 µM, or IC50 in µM where a hit was titrated; recombinant M1AAP, H-Leu-NHMec fluorogenic kinetic assay; higher % means a stronger effect;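 active = primary inhibition above the hit cutoff, then over 50% inhibition at one or more dose response concentrations, cut at about 23% in these data, passing the limit was not always enough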;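 also: plate controls were DMSO full reaction for no effect and no enzyme background for full effect; strong numbers were not always called active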
human PMI inhibitors: MPI inhibition at elevated mannose 6-phosphate – biochemical, fluorescence intensity, high mannose 6-phosphate, primary screen (AID 1220) | recombinant PMI enzyme, coupled fluorescence intensity; higher % means a stronger effect | 190,000 compounds, 0.66% hits | inhibition, % at 20 µM; hits with a dose series show IC50 in µM
RSV CPE inhibition: RSV antiviral activity via CPE protection, HEp-2 cells, primary 10 µM value included (AID 2391). HEp-2 cells, RSV-induced CPE inhibition; higher % means a stronger effect. 310,000 compounds, 0.13% hits. one-dose CPE inhibition, % at 10 µM; IC50 in µM for titrated hits; in the data active = a potency from the dose series; also: strong numbers were not always called active
T cell modulator vesicle-bound %: recorded beside T cell modulator, whose call it bears; double positive events, %; measured here: CD8+ vesicle-bound cell fraction;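 binding gate set so that unloaded-vesicle control wells show 10% double positive cells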
* hit, by the source's call; i = inactive; / = no result given; [ ] = dose if it differs, or a comment. Rule as the data show it, unless noted: active = inhibition above about 50%; inactive = the rest.

SMILES,M17LAP inhibition,T cell modulator,P. falciparum M1AAP,human PMI inhibition,West Nile antiviral,TNAP activators,human PMI inhibitors,RSV CPE inhibition,UTI89 phage lysis,T cell modulator vesicle-bound %
OC1(Cc2ccn[nH]2)CCCCC1,3%,i,5%,-4%,0.8%,1.1,2%,1.9%,/,26
COc1ccc(NC(=S)NNC(=O)Cn2nc(C(F)F)cc2C(F)F)cc1,-4%,i,-6%,-12%,0.2%,1.6,-13%,1.4%,0.1%,32
O=C1Nc2ccccc2/C1=N\c1sc2c(c1C(=O)Nc1ccccc1)CCCC2,22%,i,9%,-12%,1.1%,0.9,-14%,1.1%,-1.0%,13
O=C(c1cn(-c2ccccc2)nc1-c1cccs1)N1CCN(c2ccccc2)CC1,4%,i,3%,18%,2.9%,1.1,16%,-0.5%,0.3%,43
CCc1c(C)nc2c(-c3ccccc3)c[nH]n2c1=O,/,i,/,/,0.7%,/,/,8.7%,-0.1%,51
O=C1OCC2=C1C(c1ccc(F)cc1)c1cc3c(cc1N2)OCO3 (stereo not drawn),-20%,/,4%,-2%,-1.0%,1.1,-6%,/,0.1%,/
Cc1ccc(-c2csc3nc(C(C)C)oc(=O)c23)c(C)c1,5%,i,3%,/,0.8%,/,/,2.3%,-0.7%,38
COc1ccc(CCC(=O)NNC(=O)c2cc(Cl)ccc2OC)cc1OC,/,i,/,/,-1.0%,/,/,2.3%,0.2%,30
CCOc1ccc(-c2nc(-c3cccnc3)no2)cc1,15%,i,-6%,6%,-1.1%,1.1,8%,6.7%,0.0%,8
Oc1ccc(/C=N/n2c3ccccc3c3ccccc32)cc1,-3%,i,16%,18%,0.5%,1,17%,35%,-1.5%,61
O=C(NC(=O)c1c(Cl)cccc1Cl)Nc1ccc(Oc2cccnc2)nc1,1%,i,2%,/,-0.1%,/,/,0.2%,/,13
CCC(c1nnnn1Cc1ccc(F)cc1)N1CCN(C)CC1 (stereo not drawn),2%,i,5%,1%,-0.2%,1.1,1%,1.1%,-0.3%,20
CCOc1cc(N2CCOCC2)c(OCC)cc1NC(=O)CCC1CCCC1,12%,i,7%,0%,-0.3%,1,17%,0.5%,-0.4%,28
COc1ccc(NS(=O)(=O)c2cccc(-c3nnc4n3CCCCC4)c2)cc1,-3%,i,20%,0%,0.1%,1,2%,-0.4%,4.6%,38
O=C(NC1CCCC1)C1CCCN1S(=O)(=O)c1cccc2cccnc12 (stereo not drawn),0%,i,11%,-11%,-1.2%,1,-3%,-0.5%,13%,51
CN(C)c1ccc2nc3c(=O)[nH]c(=O)nc-3n(CC(O)C(O)C(O)CO)c2c1 (stereo not drawn),/,i,/,/,-0.1%,/,/,2.1%,-0.2%,32
CN(C)S(=O)(=O)N1CCC(CO)(CCc2ccccc2)CC1,9%,i,1%,16%,-0.5%,1,10%,0.9%,-0.1%,23
O=C(O)CCCCC1CCSS1 (stereo not drawn),18%,i,5%,-9%,-0.3%,1.1,-18%,0.4%,-0.6%,25
CSC1=NCCN1S(=O)(=O)c1ccccc1,8%,i,0%,0%,0.7%,1.1,-2%,2.1%,0.2%,40
Cc1ccc(/C=N/NC(=O)c2ccccn2)s1,2%,i,14%,-12%,-0.5%,1.3,-5%,1.1%,1.7%[50 µM],35
O=C(O)C1CSC(c2ccc3c(c2)OCO3)N1 (stereo not drawn),12%,i,5%,/,0.1%,/,/,-0.1%,0.0%,10
CC(Oc1cc2oc(=O)c3c(c2cc1Cl)CCC3)C(=O)NCc1ccccn1 (stereo not drawn),/,i,/,/,0.2%,/,/,-1.6%,-0.3%,6
Cn1[nH]c(=O)c2ccccc2c1=O,9%,i,1%,6%,-0.5%,1.1,1%,0.2%,1.9%,60
CCC(C)Cn1c(O)cc2nn(-c3nc4ccccc4s3)c(=O)c-2c1C (stereo not drawn),-3%,i,11%,/,0.2%,/,/,-0.2%,0.1%,35
O=C(Cc1cccs1)N/N=C\c1ccc([N+](=O)[O-])s1,8%,i,3%,-10%,-1.6%,0.8,8%,0.7%,-0.6%,13
COc1ccc(OCC(=O)Nc2ccccc2C(=O)N2CCCC2)cc1,-8%,i,6%,2%,1.0%,1.1,8%,-0.3%,-0.3%,33
C=CCOC(=O)Nc1snnc1C,-8%,i,12%,-12%,0.1%,0.9,2%,1.8%,0.0%,50
O=C1CC(c2ccccc2)N1c1ccccc1 (stereo not drawn),7%,i,-3%,-5%,0.2%,1.1,-2%,-0.1%,0.8%,46
Cn1c(=O)c(=O)n(C)c2cc(S(=O)(=O)NCCOc3ccccc3Cl)ccc21,-1%,i,1%,-6%,-1.2%,1.1,-9%,-0.7%,1.1%,38
COc1ccc(C(=O)CN2C(=O)NC(C)(c3ccccc3)C2=O)cc1OC (stereo not drawn),7%,i,0%,5%,0.0%,1.1,4%,1.1%,0.0%,53

Entries of single compounds, quoted from the list. Order of values: M17LAP inhibition	T cell modulator	P. falciparum M1AAP	human PMI inhibition	West Nile antiviral	TNAP activators	human PMI inhibitors	RSV CPE inhibition	UTI89 phage lysis	T cell modulator vesicle-bound %
Profile of COc1ccc(CCC(=O)NNC(=O)c2cc(Cl)ccc2OC)cc1OC = /	i	/	/	-1.0%	/	/	2.3%	0.2%	30
Profile of Cc1ccc(/C=N/NC(=O)c2ccccn2)s1 = 2%	i	14%	-12%	-0.5%	1.3	-5%	1.1%	1.7%[50 µM]	35
Profile of O=C1Nc2ccccc2/C1=N\c1sc2c(c1C(=O)Nc1ccccc1)CCCC2 = 22%	i	9%	-12%	1.1%	0.9	-14%	1.1%	-1.0%	13

Additional compounds:
SMILES,M17LAP inhibition,T cell modulator,P. falciparum M1AAP,human PMI inhibition,West Nile antiviral,TNAP activators,human PMI inhibitors,RSV CPE inhibition,UTI89 phage lysis,T cell modulator vesicle-bound %
CCn1cc(CNC(=O)c2c(-c3c(Cl)cccc3Cl)noc2C)c(C)n1,-1%,i,7%,3%,-0.9%,1,0%,1.2%,3.0%,34
O=S1(=O)CCN2C=C(Cl)C=C(Cl)C2=N1,8%,i,-2%,8%,0.4%,1.1,8%,3.4%,-2.3%,23
CCCCCn1c(CN2CC(C)OC(C)C2)nc2c1c(=O)n(C)c(=O)n2C (stereo not drawn),/,i,/,8%,-0.4%,1,9%,1.4%,0.9%,23
Nn1c(SCC(=O)Nc2ccc(F)cc2F)nnc1-c1cccnc1,-6%,i,8%,0%,-0.6%,1.1,-3%,1.0%,-0.6%,67
COc1cccc(CNC(=O)CCC2CCCN(Cc3ccc4c(c3)CCO4)C2)c1 (stereo not drawn),5%,i,-2%,/,-0.8%,/,/,-1.6%,0.1%,27
CCCCNCc1cc(OCC)c(OCC(N)=O)cc1Br,-11%,i,3%,4%,-0.5%,1.1,0%,-0.1%,0.0%,46
COc1ccc(C(=O)c2cnc(/N=C/N(C)C)s2)cc1,40%,i,19%,14%,0.3%,1,11%,-1.0%,0.2%,53
CCC(C(=O)NCCCN(CC)Cc1ccccc1)n1nc(C)c2sc3ccccc3c2c1=O (stereo not drawn),/,i,/,/,-0.6%,/,/,0.4%,0.0%,7
CC(C(=O)OCc1nnc(-c2ccccc2)o1)N1C(=O)c2ccccc2C1=O (stereo not drawn),-3%,i,-2%,-9%,0.5%,1.1,-5%,0.3%,1.0%,60
COC(=O)c1ccc(NC2c3ncccc3C(=O)N2Cc2cccs2)cc1 (stereo not drawn),10%,i,5%,8%,1.3%,1.1,15%,6µM*,1.4%,52
COc1cccc(CNc2ncn[nH]2)c1OCc1ccccc1F,1%,i,12%,2%,-0.9%,1.1,3%,-0.3%,0.3%,31
COC(=O)Nc1nnc(Cc2ccc(OC)cc2)s1,-13%,i,4%,-4%,-0.1%,1.1,0%,0.4%,0.9%,30
O=C(Nc1cc2nn(-c3ccccc3)nc2cc1Cl)c1ccco1,-13%,i,1%,12%,2.2%,1.1,18%,3.1%,0.2%,8
Cc1cccc(N(CC(=O)NC2CCCC2)C(=O)c2cc3cc4cccc(C)c4nc3s2)c1C,-5%,i,6%,8%,-0.1%,1,7%,15%,3.5%,38
CC(=O)Nc1c(NC(C)C)c2ccccc2oc1=O,-3%,i,5%,-4%,-0.2%,1.1,-3%,0.3%,0.1%,65
O=C(NCc1ccc(N2CCCC2=O)cc1)c1cn(CCc2ccccc2)nn1,2%,i,-10%,10%,-0.1%,1.1,4%,-0.3%,3.8%,17
O=c1[nH]c(CSc2nnc(Cc3ccccc3)o2)nc2ccccc12,9%,i,1%,-8%,0.1%,1.1,-9%,1.2%,2.6%,68
CN(CCCNC(=O)CN1C(=O)CC(C)(C)S(=O)(=O)c2ccccc21)C1CCCCC1,-8%,/,7%,0%,/,1.1,-4%,2.7%,4.1%,/
COc1ccc(/C(C)=N/N=C2/NC(=O)CC(C(=O)O)S2)cc1 (stereo not drawn),32%,i,8%,10%,-0.4%,1,8%,1.4%,2.3%[50 µM],50
C=CCn1c(SC)nnc1-c1cccc([N+](=O)[O-])c1,5%,i,13%,-4%,-0.3%,1,1%,-0.2%,0.9%,1
CN1CCC(=NNC(=O)C(=O)NC2CCCC2)CC1,1%,i,5%,-1%,/,1.1,-2%,2.8%,0.4%,41
COc1ccc(N2CCN(C(=O)Cn3nnc(-c4cccs4)n3)CC2)cc1,4%,i,0%,5%,-0.5%,1.1,-3%,0.3%,0.0%,35
Cc1nnc(SCC(=O)N(C)C2CCCCC2)s1,-11%,i,0%,8%,-0.2%,1.1,9%,1.2%,0.3%,53
CC1CCC(C(C)C)C(OCC(O)C[N+]2(C)CCCCC2)C1 (stereo not drawn),-10%,i,10%,20%,2.8%,1.1,16%,-1.2%,-0.3%,32
Cc1[nH]c2ccccc2c1C(=O)CSc1n[nH]c(N)n1,10%,i,6%,-7%,0.6%,1.1,-4%,1.9%,-0.1%,41
O=c1c2c3nc4ccccc4nc3n(-c3ccc4c(c3)OCCO4)c2ncn1C1CCCC1,/,i,/,3%,/,1.1,8%,3.5%,0.2%,46
COCCN(CC(=O)Nc1ccccc1)S(=O)(=O)c1ccc(S(=O)(=O)N2CCCC2)cc1,3%,i,-2%,2%,-0.7%,1,11%,-0.3%,0.5%,40
COc1cccc(-c2nnc(NC(=O)c3ccccc3Br)o2)c1,4%,i,7%,/,0.5%,/,/,1.0%,-1.7%,31
